# Source: PubChem (several laboratories)
# Dynein transport – dynein cargo transport inhibition; 3617.4 mouse cells, GR-EGFP nuclear translocation imaging; test concentration mostly 20 µM; stimulated with dexamethasone, 1 µM; active compounds read low; z-score, hits read low; hit rate 0.47% among 220,000; AID 1381;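 active = plate z-score of nuclear minus cytoplasmic receptor signal below a set negative limit, without overly bright fluorescence or cell loss, cut at about -3.5 in these data, passing the limit was not always enough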;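 note: z-score of nuclear minus cytoplasmic ring GR-EGFP intensity difference per well; some compounds called inactive have numbers as strong as hits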
#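 Buffer or medium – tet-free medium with charcoal-stripped serum · Signal – automated 10x imaging of fixed Hoechst-stained cells · Also added – dexamethasone agonist, 1.0 µM final, for 30 min · Incubation – induction 48 h, compound 1 h, agonist 30 min · Read-out – GR-EGFP nuclear translocation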
# XIAP antagonists – small molecules displacing peptide from XIAP – biochemical, IAP family, fluorescence polarization (AID 1018). XIAP BIR domain, fluorescence polarization peptide displacement; higher % means a stronger effect. hit rate 0.007% among 200,000. displacement, % at 20 µM, or IC50 in µM where a hit was titrated; in the data active = displacement above about 50%; note: a part of the inactive calls stands beside numbers as strong as those of hits
# ER stress rescue – rescue of cells from ER stress-induced death, primary screen, 384-well, CSM14.1, thapsigargin, ATP luminescence (AID 1222); one-dose cellular ATP content (survival), % at 20 µM; EC50 in µM for titrated hits; CSM14.1 thapsigargin-induced death rescue, ATP luminescence; higher % means a stronger effect; 190,000 tested, under 10 active;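 active = EC50 below 50 µM in the dose-response confirmation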;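 note: death triggered by thapsigargin at about 15 µM added after 2 h compound pretreatment; cell ATP read after overnight thapsigargin exposure of roughly 18 to 22 hours; normalized against plate controls of thapsigargin alone and 5% DMSO vehicle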
# MT stabilize HCS – microtubule stabilizers in HeLa cells; HeLa tubulin immunostaining HCS, 24 h; share of cells brighter than vehicle mean+2SD; % tubulin-high responders, % at 10 µM; hit rate 0.83% among 200,000; AID 2205;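 active = plate Z-score above 3 for both tubulin-high and condensed-nucleus cell shares, with cell loss under 80%, at 10 µM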;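 note: anti alpha tubulin signal scored within the nucleus-defined area of each cell; some results filed as inactive read as strong as hits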
# bCat nuc transl – modulators of beta-catenin nuclear translocation; HeLa beta-catenin nuclear translocation, immunofluorescence imaging; AID 1665; hit rate 0.3% among 190,000; nuclear translocation activity, % at 5 µM;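 active = nuclear translocation activity above 50% at 5 µM, with a well cell count of 50 or more; inconclusive = wells under 50 cells across six images, flagged as toxic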;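 note: per-cell ratio of nuclear to cytoplasmic median beta-catenin stain intensity; plate controls were DMSO negative control for no effect and GSK-3 inhibitor IX positive control for full effect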
#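 Technique: fluorescence imaging of beta-catenin antibody stain plus DAPI / Material: human HeLa cell line / Incubation: compound treatment 24 h, 37°C, 5% CO2 / Read-out basis: % activation of per-cell nuclear versus cytoplasmic median beta-catenin signal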
# Insulin prom up – MIN6 insulin promoter up-regulation. hit rate 0.3% among 190,000. MIN6 insulin promoter-GFP reporter, high-content imaging; active compounds read high. z-score at 5 µM;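 active = z-score above 3 at 5 µM with at least 500 cells counted in the well; inconclusive = wells under 500 cells, flagged as cytotoxic or low count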
# Lipid droplet – hepatic lipid droplet formation modulation; AML12 mouse hepatocytes, oleate lipid droplets, BODIPY imaging; inhibition, % at 6.5 µM; hit rate 0.4% among 240,000; AID 1656;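 active = lipid droplet intensity inhibited by at least 50%, with more than 500 cells counted; inconclusive = wells with under 300 cells, treated as cytotoxic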
#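 Test system: AML12 hepatocytes (mouse); reagent: oleate loading, 100 µM; dosing: one dose, 6.5 µM compound; incubation: overnight exposure; signal: fluorescence imaging, 20x objective, two fields per well; read-out basis: % inhibition of corrected integrated BODIPY droplet signal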
# WT yeast gro inh – growth inhibition of WT yeast, mitochondrial fusion screen. inhibition, % at 10 µM. mitochondrial fusion phenotypic screen, WT strain. hit rate 2.1% among 190,000; in the data active = inhibition above about 58%; tested in S. cerevisiae
# Autophagy HCS – modulators of autophagy | MEF GFP-LC3 puncta imaging; test concentration mostly 10 µM | calls only at 10 µM (by protocol) | hit rate 0.98% among 190,000 | AID 463193;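 active = percentage of spot-positive cells more than 3 SD above its plate mean, without a fluorescence outlier flag or 80% toxicity; inconclusive = no clear call, values can overlap the other calls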;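 note: spot-positive cell cutoff set from DMSO-treated cells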
# WT yeast gro inh mutant strain – further read-out of WT yeast gro inh, marked with its call; inhibition, %; mitochondrial fusion phenotypic screen, mutant strain inhibition
# Dynein transport cytoplasmic EGFP – further read-out of Dynein transport, marked with its call; z-score; measured here: cytoplasmic GR-EGFP intensity; active compounds read high
# Dynein transport nuclear GR-EGFP – further read-out of Dynein transport, marked with its call; z-score; measured here: nuclear GR-EGFP intensity;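 lower value marks the stronger effect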
# Dynein transport cell count – second read-out of Dynein transport, no call of its own (marks repeat the call); z-score; measured here: cell count per field
# Insulin prom up cell count – also measured in Insulin prom up; calls as there; cell count; measured here: cytotoxicity, nuclei count;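 total cells summed across four imaged fields per well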
# Lipid droplet cells 6.5 µM – also measured in Lipid droplet; calls as there; cell count; measured here: cell count, cytotoxicity flag;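 cells counted across two imaged fields per well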
# bCat nuc transl cell count 5 µM – also measured in bCat nuc transl; calls as there; cell count; measured here: cell count, cytotoxicity flag
# MT stabilize HCS Hoechst-high % – further read-out of MT stabilize HCS, marked with its call; % Hoechst-high responders; measured here: nuclear condensation Hoechst responders;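 share of cells brighter than vehicle mean plus two SD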
# MT stabilize HCS cytotoxicity % – recorded beside MT stabilize HCS, whose call it bears; toxicity, %; measured here: cytotoxicity by cell density;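 0% = mean cell density of plate MIN control wells and 100% = no cells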
# Autophagy HCS cell loss 18 h – also measured in Autophagy HCS; calls as there; toxicity, %; measured here: cell loss, nuclei count;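 cell loss after 18 h compound exposure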
# * marks the source's active call; other numbers are inactive results; i = inactive; ? = inconclusive; . = not tested or not shown.
# Under each structure: Dynein transport	Dynein transport cytoplasmic EGFP	Dynein transport nuclear GR-EGFP	Dynein transport cell count	XIAP antagonists	ER stress rescue	MT stabilize HCS	MT stabilize HCS Hoechst-high %	MT stabilize HCS cytotoxicity %	bCat nuc transl	bCat nuc transl cell count 5 µM	Insulin prom up	Insulin prom up cell count	Lipid droplet	Lipid droplet cells 6.5 µM	WT yeast gro inh	WT yeast gro inh mutant strain	Autophagy HCS	Autophagy HCS cell loss 18 h
- COc1ccc(Cc2nnc(SCC(=O)c3cccc([N+](=O)[O-])c3)n2C)cc1
→ -0.75	-0.21	-0.53	0.58	-5.2%	-1.7%	3.8	2.4	3.8	2.9	1406	0.21	1432	.	.	-8	5	i	24
- O=C(COc1ccc(S(=O)(=O)N2CCOCC2)cc1)NC1CCCC1
→ -0.94	-0.24	-0.28	-0.73	-3.9%	.	2.5	1.3	6.3	.	.	.	.	6	658	12	4	i	1
- O=c1oc(-c2cc3ccccc3o2)nc2sc3c(c12)CCCC3
→ -1.1	-0.17	-0.39	0.087	-3.7%	-2.5%	3.5	2.7	2.0	-3.1	877	1.2	1410	.	.	4	1	i	4
- Cc1ccc2[nH]c(C(=O)O)c(-c3ccccc3)c2c1
→ -0.33	-0.2	-0.026	-0.0029	-5.8%	0.5%	3.7	2.2	7.8	-2.6	1247	0.42	1332	3	687	-2	21	i	4
- C=CCN(C(=O)Nc1ccc2oc(C)nc2c1)c1ccccc1
→ 0.98	-0.25	-0.6	0.35	-3.6%	-2.7%	3.4	1.2	5.0	2.7	1381	-0.59	1079	.	.	-1	-8	i	-7
- Nc1ccc(-c2sc(N)nc2-c2ccccc2)cc1
→ 1.4	-0.23	-0.22	-0.12	2.0%	2.8%	3.6	2.3	5.1	.	.	.	.	.	.	-17	-6	i	11
- O=C(CSc1nc2ncc(Cl)cc2[nH]1)c1c[nH]c2ccccc12
→ -0.24	-0.077	-0.18	0.057	.	.	.	.	.	-0.8	1090	2.9	1501	-12	757	.	.	.	.
- c1ccc(NCC2OCc3ccccc3CO2)cc1
→ 0.0059	-0.25	-0.027	-0.37	-5.9%	-2.1%	5.5	1.7	4.0	2.9	1091	0.36	1415	-4	604	-7	-28	i	-2
- Cc1cc(=O)[nH]c(N2CCCC2)n1
→ -0.77	-0.2	-0.38	0.53	-18%	-1.2%	2.7	2.9	7.3	-1.5	1052	-0.21	804	6	705	-2	4	i	-18
- CN(c1ccc(C(=O)Nc2cccnc2)cc1)S(C)(=O)=O
→ -0.62	0.24	0.033	1.2	-4.0%	-0.7%	2.2	1.7	5.7	-2.1	1251	0.09	1224	20	626	7	-3	i	14
- CCc1nc2ccccc2nc1N1CCN(S(=O)(=O)c2ccc(Cl)cc2)CC1
→ -0.27	-0.2	-0.085	-0.077	.	.	.	.	.	1.2	1270	-0.7	1112	-35	536	.	.	.	.
- O=C1c2cccc3cccc(c23)C(=O)N1CC1CCN(CC(O)COCc2ccc3c(c2)OCO3)CC1 (stereo not drawn)
→ 0.33	0.65	0.59	-0.22	-12%	-3.4%	4.5	3.1	4.9	.	.	-1.2	1109	-41	635	33	18	i	-12
- O=C(Cn1ncc2c(=O)oc3ccccc3c21)N(Cc1ccco1)C1CCCCC1
→ -0.58	-0.17	0.033	0.3	-6.6%	-2.0%	3.2	3.3	4.3	-0.3	928	0.6	1154	-1	787	-1	1	i	-14
- O=C(NC(=S)N(CCc1ccccc1)CCc1ccccc1)c1ccco1
→ -0.54	-0.25	-0.54	0.28	-2.5%	30%	3.7	1.6	2.3	0.5	1134	-0.88	1048	2	639	62	80	i	7
- CC(C)NC(=O)NC(=O)CN1C(=O)NC(Cc2c[nH]c3ccccc23)C1=O (stereo not drawn)
→ 0.59	-0.29	-0.074	-0.45	3.2%	2.8%	3.0	2.2	7.1	-0.5	1106	-0.31	1196	2	731	-8	4	i	2
- CCOC(=O)C(CCCCCCC(NC(C)=O)(C(=O)OCC)C(=O)OCC)(NC(C)=O)C(=O)OCC
→ 2	-0.092	0.84	-2	.	.	.	.	.	-0.7	1372	2.3	1001	1	705	.	.	.	.
- CC(=O)Nc1ccc(NC(=O)C/C(C)=N/NC(=O)C(=O)Nc2ccc(C)c(Cl)c2)cc1
→ -0.23	-0.23	0.32	0.79	.	.	.	.	.	-0.7	1316	0.27	1072	8	720	.	.	.	.
- CN(C)c1nc(OCCNC(=O)COc2ccc(Cl)cc2Cl)nc(N2CCOCC2)n1
→ 5.1	3.1	10	-3.8	-8.2%	-1.3%	3.7	2.0	4.0	0.1	952	0.75	1213	19	731	-8	-4	i	-5
- COc1ccc(/C=N/n2cncn2)cc1COc1ccc(NC(C)=O)cc1
→ 1.6	-0.18	0.98	-1.7	-7.1%	-3.5%	4.8	2.6	5.7	.	.	0.21	1209	-1	755	-8	-3	i	-6
- CCC(C)NC(=O)CCNS(=O)(=O)c1ccc(Br)cc1 (stereo not drawn)
→ -0.33	-0.19	0.039	0.56	0.9%	.	2.2	2.8	6.6	.	.	-0.09	1180	-1	670	25	11	i	6
- O=C(CSc1nc2ccccc2c(=O)n1-c1ccc(F)c(Cl)c1)Nc1cccc(S(=O)(=O)N2CCOCC2)c1
→ -0.77	-0.067	-0.76	0.95	-0.4%	1.6%	3.2	6.2	8.1	-3.7	545	-0.25	1245	-3	609	7	-6	i	4
- COc1ccc2cc(S(=O)(=O)N3CCCCCC3)ccc2c1
→ -0.59	-0.3	-0.17	0.72	-12%	0.7%	3.1	2.7	5.0	0.6	1458	0.66	1496	-1	711	12	-2	i	-17
- O=C(Nc1nccs1)c1ccc(N2C(=O)[C@@H]3[C@H](C2=O)[C@H]2C=C[C@@H]3C2)cc1
→ -0.29	-0.21	-0.062	1.3	.	.	.	.	.	-0.7	1230	-0.12	1084	-5	703	.	.	.	.
- CC(=O)c1ccc(NC(=O)C2CCC(C)NC2=O)cc1 (stereo not drawn)
→ 0.15	-0.21	-0.12	0.19	-2.1%	-3.5%	2.1	1.5	8.7	-7.4	1251	-0.53	1131	2	809	7	12	i	9
- CCOC(=O)c1cnc(SCC(=O)Nc2cc(C(F)(F)F)ccc2N2CCOCC2)nc1N
→ -0.74	-0.26	-0.51	1.8	-10%	-3.8%	3.2	2.0	5.8	-0.9	815	1.8	1239	?	.	-1	-8	i	1
- CCOC(=O)c1c(C)n(C)c2ccc(OC(=O)c3ccc([N+](=O)[O-])cc3)cc12
→ 0.54	-0.036	0.46	-0.3	-11%	-1.7%	2.9	1.4	4.7	-1.4	1052	0.17	1521	3	641	15	6	i	15
- O=C(CCl)NCCCN(C(=O)C(Cl)Cl)c1ccc([N+](=O)[O-])cc1
→ -1.6	-0.19	-0.89	1.3	.	.	.	.	.	1.6	1238	0.37	945	-11	725	.	.	.	.
- COc1ccc(-c2nn(C)c(=O)c3ccccc23)cc1NS(C)(=O)=O
→ -0.61	-0.4	-0.0026	0.42	-9.2%	1.1%	3.9	1.1	7.6	5.1	1117	-0.15	1246	.	.	3	13	i	20
- O=C(N/N=C/c1ccc2c(c1)OCO2)c1sc2cccc(Cl)c2c1Cl
→ 0.65	-0.21	0.95	0.98	-2.3%	-2.5%	22*	21*	34*	2.2	1005	0.46	2003	4	671	23	6	i	-34
- Cc1cc(Cl)ccc1OCCCC(=O)N1CCOCC1
→ -1	-0.17	-0.63	0.74	-7.8%	-0.4%	3.1	1.6	4.8	-1.9	568	-0.91	1473	.	.	-9	-12	i	-3

# Following part.
# Under each structure: Dynein transport	Dynein transport cytoplasmic EGFP	Dynein transport nuclear GR-EGFP	Dynein transport cell count	XIAP antagonists	ER stress rescue	MT stabilize HCS	MT stabilize HCS Hoechst-high %	MT stabilize HCS cytotoxicity %	bCat nuc transl	bCat nuc transl cell count 5 µM	Insulin prom up	Insulin prom up cell count	Lipid droplet	Lipid droplet cells 6.5 µM	WT yeast gro inh	WT yeast gro inh mutant strain	Autophagy HCS	Autophagy HCS cell loss 18 h
- COc1cccc(N(C(=O)Cn2nnc(-c3cccs3)n2)C(C(=O)NC2CCCCC2)c2ccncc2)c1 (stereo not drawn)
→ -0.56	-0.22	-0.8	1.2	-3.1%	2.5%	2.3	2.5	7.6	.	.	.	.	.	.	4	-3	i	-1
- S=C(NN=C1CCCCCC1)Nc1ccc(Cl)cc1
→ -1.2	-0.43	-0.41	1.6	-2.5%	-2.1%	1.3	1.3	3.8	-2.7	1198	-1.2	882	2	765	12	5	i	-1
- CN(C)/C=C/C(=O)c1cnc(-c2ccc(Cl)cc2)s1
→ 0.13	-0.08	0.16	0.27	-2.8%	-1.5%	4.4	2.3	9.7	-0.3	1071	-1.6	1231	11	681	-6	-26	i	-6
- CC1=CC(=NOC(=O)c2cccc([N+](=O)[O-])c2)C=C(C)C1=O
→ -1.3	-0.0016	-0.45	-0.18	-8.0%	2.3%	3.2	2.4	4.3	-0.4	1122	-0.12	969	11	810	-8	1	i	2
- CCOc1ccc(NC(=O)C(=O)N/N=C/c2ccccc2F)cc1
→ -0.18	-0.21	-0.043	0.6	-9.7%	-1.1%	1.8	2.5	6.1	-1.5	1135	0.32	1156	-4	708	-5	9	i	2
- Cc1ccc2nc(NC(=O)CNS(=O)(=O)c3ccc(Br)s3)sc2c1
→ -0.37	-0.42	-0.061	-0.41	-7.5%	-1.7%	2.8	1.1	2.2	-3.0	890	0.39	1526	.	.	20	11	i	11
